TROY NFkB inh: blocks TROY-dependent signaling in reporter cells; Q293 LMP1-TROYcd NF-kB luciferase reporter, 4 h; inhibition, % at 10 µM; actives 0.98% (n = 360,000);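 active = compounds whose plate-normalised and pattern-corrected inhibition of the luciferase reporter signal at the single screening dose is 50% or more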
NR2E3 ag-1: activates human NR2E3 receptor; Q9Y5X4; CHO-S Gal4-NCOR/VP16-NR2E3 two-hybrid, luciferase; inhibition of corepressor binding, % at 3.98 µM; actives 0.35% (n = 360,000); AID 602229;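 active = inhibition above the mean of all tested compounds plus 3 SD, cut at about 70% in these data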;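 also: 0% = DMSO with NR2E3 transfected cells and 100% = cells lacking NR2E3 construct; higher means lower luciferase signal from less NR2E3 corepressor binding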
Target sequence (Q9Y5X4 whole entry, looked up, the tested form may be a part): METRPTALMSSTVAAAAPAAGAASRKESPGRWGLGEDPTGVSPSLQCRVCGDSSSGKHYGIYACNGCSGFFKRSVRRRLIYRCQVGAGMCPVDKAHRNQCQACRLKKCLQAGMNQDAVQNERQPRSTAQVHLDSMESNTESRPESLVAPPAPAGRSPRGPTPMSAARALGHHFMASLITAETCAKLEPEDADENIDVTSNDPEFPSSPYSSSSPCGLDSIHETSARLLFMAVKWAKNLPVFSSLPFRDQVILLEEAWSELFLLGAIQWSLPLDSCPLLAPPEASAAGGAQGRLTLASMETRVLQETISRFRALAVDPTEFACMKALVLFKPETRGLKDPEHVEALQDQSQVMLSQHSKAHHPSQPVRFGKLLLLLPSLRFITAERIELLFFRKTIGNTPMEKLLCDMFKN
C8 TRAIL sens: sensitizes caspase-8 expressing cells to TRAIL. NB7+C8 cells + TRAIL, ATPlite viability luminescence. inhibition (viability loss, TRAIL sensitization), % at 10 µM. actives 1% (n = 360,000). AID 624354;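 active = compounds causing at least 50% loss of cell viability in the single-dose screen, relative to plate controls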
NR2E3 ag-2: activates human photoreceptor nuclear receptor NR2E3 | GST-NR2E3/biotin-RetCOR TR-FRET, 1536-well | inhibition of corepressor binding, % at 4.78 µM | actives 0.12% (n = 320,000) | AID 2300;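 active = percent inhibition above the cutoff of mean plus 3 SD of all tested compounds, set per screening campaign, cut at about 20% in these data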;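 also: 0% = DMSO wells and 100% = biotin wells as full block of FRET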
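Assay system: NR2E3–RetCOR corepressor complex. Quantity: 1.35 nM GST-NR2E3. Buffer or medium: pH 7.5 Tris-based buffer. Reagent: biotinylated RetCOR corepressor at 7 nM final. Schedule: 5 h at 4 °C. Detection: TR-FRET, emission read at 617 and 671 nm. Replicates: one well per compound, singlicate testing.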
Peg3 prom inh: inhibitors of Peg3 promoter; HeLa PEG-Prom luciferase reporter, luminescence, overnight; inhibition, % at 20 µM; actives 1.7% (n = 360,000); AID 588405;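 active = inhibition of at least 50% at 20 µM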
Shn3 3UTR inh: inhibitors of Schnurri-3 3'UTR reporter in osteoblasts; Clone20 osteoblast Shn3 3'UTR firefly luciferase, 24 h; inhibition, % at 12.5 µM; actives 0.52% (n = 360,000); AID 588674;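 active = mean inhibition of at least 75% with every replicate also reaching 75%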;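 also: 0% = median of neutral control wells and 100% = pilot-screen positive control compound; some compounds past the cut are filed as inactive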
CF NFkB block: inhibitors of cystic fibrosis induced NF-kB; AID 588850; actives 0.86% (n = 360,000); KKLEB NF-kB-GFP reporter, PAF-induced, GFP fluorescence overnight; inhibition, % at 5 µM;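 active = at least 50% inhibition at 5 µM, scaled per plate between neutral and stimulator controls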;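 also: PAF is a Pseudomonas aeruginosa culture filtrate used as stimulus; plate controls were PAF-stimulated DMSO wells for no effect and unstimulated DMSO wells for full effect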
TWEAK-Fn14 inh: blocks TWEAK-Fn14 interaction in a reporter cell assay. inhibition, % at 10 µM. TWEAK-stimulated Fn14 reporter cells, luciferase luminescence, 8 h. AID 1159606. actives 2% (n = 360,000); in the data active = inhibition above about 50%
TRPM1 prom inh: reduces MITF-dependent TRPM1 promoter luciferase signal | inhibition, % at 12.5 µM | SK-MEL-5 TRPM1 promoter luciferase, 24 h | actives 0.83% (n = 330,000);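 active = mean inhibition across replicates of 60% or more, whatever share of single replicates reaches that level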; also: values of inactives mirror those of a sister screen read the other way
KKLEB cytotox: counter-screen for CF NF-kB inhibitors: cytotoxicity | actives 0.36% (n = 360,000) | KKLEB CF airway cells viability, ATPlite luminescence, overnight; hits give low values; cells stimulated with P. aeruginosa culture filtrate | activity change (cytotoxicity), % at 5 µM;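 active = corrected activity change at or below -50% at 5 µM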
HIF-2a inh: blocks HIF-2a reporter activity; 786-0 RCC cells HIF-2a reporter, luciferase luminescence, overnight; inhibition, % at 18.8 µM; actives 0.72% (n = 360,000); AID 624352;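 active = inhibition of the luminescence signal of 40% or more relative to plate controls, in a single-dose primary screen at 18.75 µM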
* hit, by the source's call; . = not tested or not shown. Only part of the results is shown; count on the stated rates, not on these rows.

SMILES | TROY NFkB inh | NR2E3 ag-1 | C8 TRAIL sens | NR2E3 ag-2 | Peg3 prom inh | Shn3 3UTR inh | CF NFkB block | TWEAK-Fn14 inh | TRPM1 prom inh | KKLEB cytotox | HIF-2a inh
CCCn1cc(C(CC(=O)O)C(=O)O)c2ccccc21 (configuration not stated) | 8 | -21 | -1 | 0 | 17 | -10 | 8 | -2 | 4 | 13 | 4
O=C1CC(c2ccc(F)cc2)c2cc3c(cc2N1)CCC3 (configuration not stated) | 23 | -34 | -3 | -1 | 40 | 35 | 5 | 26 | 14 | -12 | 20
CC(C)c1ccccc1NC(=O)c1cccc(NC(=O)c2ccccc2)c1 | -6 | -24 | 1 | -1 | -2 | 12 | 1 | 9 | -5 | -6 | -8
Cc1ccc2nc(C)cc(C(=O)N/N=C/c3ccncc3)c2c1 | -8 | -31 | 4 | -5 | 2 | -2 | 2 | 2 | 9 | -18 | 13
CC(NC(=O)C12CC3CC(CC(C3)C1)C2)C(=O)N/N=C/C1=C(N2CCOCC2)C(=C\c2cccc([N+](=O)[O-])c2)/CC1 (configuration not stated) | -5 | 6 | 14 | -3 | 20 | 13 | 5 | 21 | 14 | -1 | 17
Cc1cc(C)cc(NS(=O)(=O)c2ccc3[nH]cc(C(=O)N4CCc5ccccc54)c(=O)c3c2)c1 | 21 | -4 | 4 | -2 | 41 | 11 | -4 | 19 | 14 | 6 | 14
O=C(Cc1ccccc1)N[C@@H](Cc1ccccc1)C(=O)O | 14 | -27 | 2 | 1 | -7 | 0 | -8 | 2 | . | -8 | 13
CC[C@@]1(C(=O)OC)N[C@H](CN(C)C(=O)Nc2ccc(Cl)cc2)[C@@H]2C(=O)N(C)C(=O)[C@@H]21 | -11 | -17 | 9 | . | -2 | -6 | 2 | -8 | -8 | 7 | -5
Cc1ccc(C)c(NC(=O)N2CCCCCC2)c1 | 39 | -31 | -12 | 3 | 1 | 1 | 19 | 9 | 4 | -15 | -2
COc1ccccc1C1/C(=C(/O)c2ccc(C)cc2)C(=O)C(=O)N1CC(C)O (configuration not stated) | -9 | -16 | -4 | 8 | 14 | -22 | 4 | -4 | -7 | 8 | 19
O=C(NNc1cccc(Cl)n1)Nc1ccccc1 | -8 | -3 | -16 | -3 | 7 | -6 | -8 | -1 | -2 | 5 | 17
Cc1ccc(N2C(=O)c3ccc(C(=O)O)cc3C2=O)cc1C | 7 | -16 | -5 | -1 | 2 | -10 | 11 | -18 | -4 | -8 | 6
CCCC(=O)NC1=C(C#N)C2(CCCCC2)Cc2ccccc21 | 10 | 8 | 4 | 0 | 17 | 1 | -8 | 9 | -2 | 14 | 11
c1cc(-c2cc3cc(N4CCOCC4)ccc3o2)cs1 | 38 | -94 | 79* | 3 | -98 | -27 | -7 | 65* | -31 | -70* | -247
Cn1cc(S(=O)(=O)Nc2ccc(OC(F)(F)F)cc2)c(=O)n(C)c1=O | 5 | -7 | 3 | 0 | 4 | -6 | -12 | 6 | 9 | 2 | 15
CCc1ccccc1N(C(C)=O)c1nc(CCl)cs1 | 6 | -29 | 0 | -1 | 14 | -1 | 4 | -10 | 14 | -4 | 10
O=C(NC1CCS(=O)(=O)C1)OC1CCCCC1 (configuration not stated) | -12 | -30 | 12 | -3 | 21 | -8 | 13 | -3 | 10 | -1 | 6
CC1CCCC(C(=O)O)N1C(=O)CCSC(=O)c1ccccc1 (configuration not stated) | 8 | 8 | 10 | -4 | -4 | -14 | -10 | 8 | 1 | 0 | 7
O=C(NNS(=O)(=O)c1ccccc1)c1cccnc1 | -25 | -8 | -10 | -2 | 14 | -19 | -5 | 10 | -1 | 4 | 5
Cc1ccccc1NC(=O)c1ccc2ccccc2c1 | -54 | -78 | 4 | 0 | -265 | -14 | -8 | -12 | -73 | 2 | -281
COc1ccccc1NS(=O)(=O)c1cc(NC(=O)c2ccc3ccccc3n2)ccc1Cl | 6 | -17 | 0 | 2 | 12 | 32 | -7 | 19 | 5 | 5 | -11
Cc1nn(C)cc1/C=N/n1nnnc1N | 8 | -14 | -2 | 5 | -2 | 0 | -8 | 9 | -18 | -3 | 4
Cc1ccc(NC(=O)c2nc[nH]c2C(=O)N2CCc3ccccc3C2)cc1 | -9 | 12 | 0 | -2 | 4 | 6 | -12 | -2 | -3 | 13 | 0
O=C(Cn1cnc2ccc(Cl)cc2c1=O)c1cccs1 | 10 | -21 | -3 | -1 | -20 | -7 | 6 | 3 | -22 | -8 | -6
O=C(c1ccco1)N1CCN(Cc2nc3ccccc3c(=O)n2-c2ccc(F)cc2)CC1 | 6 | -11 | 17 | 2 | 14 | 10 | 7 | -7 | 4 | -18 | 25
CC(=O)c1ccc(NC(=O)Cc2cccs2)cc1 | 48 | -41 | 13 | -3 | -132 | -16 | -25 | 46 | -39 | -3 | -141
Cc1c(C(=S)NC(=O)C2CC2)c(=O)n(-c2ccccc2)n1C | 4 | -12 | -11 | -1 | 9 | 5 | 11 | -11 | 2 | -15 | 6
N#CCCN(Cc1cccnc1)CN1C(=O)c2ccccc2C1=O | -19 | 19 | -24 | . | -38 | 6 | 8 | 0 | . | -6 | 16
O=C(CSc1nc2ccccc2c(=O)n1-c1ccccc1F)NC1CCS(=O)(=O)C1 (configuration not stated) | 8 | -5 | -4 | 1 | 0 | -7 | 12 | -4 | 13 | 11 | -6
Cc1ccc(NC(=O)c2ccco2)cc1C | -38 | -78 | 15 | 2 | -207 | -52 | 4 | 2 | -73 | -2 | -212
O=C(Nc1nc2ccccc2n1Cc1ccc(Cl)cc1)c1ccco1 | 6 | -5 | 18 | -3 | 9 | 37 | 32 | 9 | 18 | -28 | -1
CCOC(=O)c1ccc(NC(=O)Cn2cc3c(n2)CCC(C)C3)cc1 (configuration not stated) | -7 | -4 | 15 | -2 | 4 | 4 | 3 | 13 | 7 | -7 | 9
Cc1cc(-c2cccnc2)c(C#N)c(SCC#N)n1 | -1 | -18 | 15 | 1 | -4 | -1 | 11 | -11 | -9 | -3 | -4
COCc1cc(C)nc(OCC(=O)N/N=C/c2ccccc2)c1C#N | 2 | -11 | -1 | -2 | 9 | -30 | -17 | -18 | 13 | 4 | 14
COc1cccc(CC(NC(C)=O)C(=O)NC2CCN(c3c4c(nc5ncnn35)CCC4)CC2)c1 (configuration not stated) | 3 | -21 | 10 | . | 15 | -13 | -1 | 0 | 0 | -2 | 1
CCOc1cccc2cc(C(=O)NCc3ccc(C)cc3)c(=N)oc12 | -15 | -16 | -2 | 0 | 4 | -15 | 18 | 23 | 19 | -14 | 11
CS(=O)(=O)Cc1ccc(C(=O)NNC(=O)c2cc(-c3ccccc3)n[nH]2)cc1 | -4 | -14 | -4 | . | 4 | 11 | -10 | 26 | -14 | 17 | 7
COc1nccnc1NS(=O)(=O)c1ccc(NC(=O)c2ccccc2Br)cc1 | 2 | -18 | 12 | 4 | 13 | 4 | -4 | 27 | 5 | 1 | 12
CC(Sc1nnc(COc2ccc(Cl)cc2)n1Cc1ccco1)C(=O)N1CCNC1=O (configuration not stated) | 7 | 10 | -3 | 5 | 12 | 6 | 26 | 8 | -25 | -20 | 9
O=C(CCl)Nc1cc2[nH]c(=O)[nH]c2cc1Br | 9 | -2 | 26 | 4 | 88* | -26 | -22 | -15 | 57 | -20 | -6
S=c1nccc(-c2ccc3c(c2)CCO3)[nH]1 | -2 | -42 | 5 | 1 | -43 | -12 | 0 | 3 | -11 | 11 | -134
COc1ccc(C2=CC3=C(Br)C(=O)C(C)(O)C(=O)C3=CO2)cc1 (configuration not stated) | -4 | -31 | -10 | -9 | -57 | -21 | -6 | 0 | -5 | 2 | 10
COc1ccc(CN(C)C(=O)c2cc(S(=O)(=O)N3CCCCCC3)ccc2OC)cc1OC | -2 | 40 | 19 | 1 | 2 | 13 | 8 | 0 | -9 | -9 | 10
CCOCCCNC(=O)CCc1nnc2n(CCC(C)C)c(=O)c3ccccc3n12 | 3 | -28 | -5 | 0 | 9 | -11 | 7 | -17 | 2 | -12 | 5
N#Cc1ccccc1OCC(=O)NC(=O)NCc1ccccc1 | -43 | -49 | 2 | 1 | -51 | 3 | -2 | -11 | -1 | 5 | -47
Cc1cc(C(C)(C)C)c(OC(=O)[C@@H]2OC(c3ccccc3)=C[C@H]2c2ccccc2)c(C(C)(C)C)c1 | -2 | -30 | 14 | -2 | 13 | 13 | -4 | -8 | 0 | 15 | 10
CC(C)CC(=O)Nc1ccc(C(=O)CN2C(=O)NC3(CCOc4ccccc43)C2=O)cc1 (configuration not stated) | -21 | 13 | -6 | 0 | -4 | 9 | -6 | -9 | 5 | -10 | 2
O=C(CN1CCN(Cc2ccccc2)CC1)N1CCCCCC1 | 5 | -5 | 1 | -3 | 0 | -2 | -1 | -6 | 6 | 10 | 14
O=C(CN(C(=O)c1ccco1)c1cccc(F)c1)NCc1ccc(F)cc1 | 1 | -14 | -15 | 3 | 2 | -1 | 4 | 0 | 6 | -9 | 12
COc1ccc2nc(SCC(=O)NC3CC3)c(C#N)cc2c1 | -5 | -6 | 4 | 15 | -171 | -16 | -14 | -24 | -24 | -9 | -1
COc1ccc(CC(=O)NCCN2CCOCC2)cc1 | -13 | 12 | -8 | 2 | -10 | -3 | 0 | -5 | 0 | -8 | 17
CCN(CC)CCCNc1nc(C)cc(COC)c1C#N | 2 | -26 | -14 | 0 | 6 | 4 | -9 | 4 | 0 | -5 | 16
OC(CN1CCN(c2ccc(F)cc2)CC1)c1ccc(Cl)cc1 (configuration not stated) | 0 | 11 | 10 | 1 | -5 | 7 | 9 | 8 | -5 | -31 | 11
COc1ccc(-c2nnc(SCc3nc4ccccc4s3)n2C(C)C)cc1 | -12 | -85 | 6 | -7 | -184 | -10 | 6 | -16 | -21 | 12 | -227

Whole records, looked up by structure. Screens in order: TROY NFkB inh | NR2E3 ag-1 | C8 TRAIL sens | NR2E3 ag-2 | Peg3 prom inh | Shn3 3UTR inh | CF NFkB block | TWEAK-Fn14 inh | TRPM1 prom inh | KKLEB cytotox | HIF-2a inh
`N#Cc1ccccc1OCC(=O)NC(=O)NCc1ccccc1` as listed: -43 | -49 | 2 | 1 | -51 | 3 | -2 | -11 | -1 | 5 | -47
`COc1ccc2nc(SCC(=O)NC3CC3)c(C#N)cc2c1` as listed: -5 | -6 | 4 | 15 | -171 | -16 | -14 | -24 | -24 | -9 | -1
`CC(C)CC(=O)Nc1ccc(C(=O)CN2C(=O)NC3(CCOc4ccccc43)C2=O)cc1` (configuration not stated) as listed: -21 | 13 | -6 | 0 | -4 | 9 | -6 | -9 | 5 | -10 | 2
